High-throughput results as filed in PubChem.
V1R ag counter – agonists of human V1a receptor, primary screen, counter-screen for OXTR agonist project, fluorescence, CHO-V1R cells; 0.25% of 320,000 active; Vasopressin V1a receptor (Homo sapiens), P37288; Fluo-8 calcium fluorescence, agonist mode; 0% DMSO, 100% 3 nM vasopressin; activation, % at 3 µM;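 active = activation above the mean activation of all tested compounds plus 3 SD, per screening run, cut at about 20% in these data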;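 note: signal is peak over basal fluorescence ratio across a 100 second FLIPR read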
OXTR agonist – human OXTR agonists, primary screen, fluorescence, CHO-OTR cells, Fluo-8 calcium. Oxytocin receptor (Homo sapiens), P30559. Fluo-8 calcium fluorescence; normalized: DMSO 0%, oxytocin 100%. activation, % at 3 µM. 0.32% of 320,000 active. AID 2435, 2010;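 active = activation above the mean of all tested compounds plus 3 SD, cutoff set per screening run, cut at about 20% in these data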;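 note: peak over basal fluorescence ratio from a 100 s FLIPR kinetic read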
Target sequence (P30559 whole entry, looked up): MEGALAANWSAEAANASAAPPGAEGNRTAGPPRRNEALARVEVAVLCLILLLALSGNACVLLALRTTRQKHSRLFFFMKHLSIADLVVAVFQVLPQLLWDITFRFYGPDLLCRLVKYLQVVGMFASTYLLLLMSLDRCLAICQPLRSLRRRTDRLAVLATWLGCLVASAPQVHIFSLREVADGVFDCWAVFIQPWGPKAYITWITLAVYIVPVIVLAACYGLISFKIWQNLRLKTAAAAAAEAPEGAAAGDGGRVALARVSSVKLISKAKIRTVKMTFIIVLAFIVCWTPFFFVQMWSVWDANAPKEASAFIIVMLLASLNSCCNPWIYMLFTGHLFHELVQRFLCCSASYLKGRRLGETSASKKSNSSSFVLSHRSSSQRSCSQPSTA
TAAR1 antag – human TAAR1 antagonists, primary screen, Fluo-8 calcium fluorescence, CHO RD-HGA16 cells; AID 624466, 2012; inhibition, % at 3 µM; 1.5% of 360,000 active; antagonist; Trace amine-associated receptor 1 (Homo sapiens), Q96RJ0;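 active = inhibition above a per-plate cutoff, the mean inhibition of test compounds on that plate plus 3 SD, cut at about 49% in these data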;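 note: 0% = DMSO plus EC80 beta-PEA response and 100% = DMSO alone without agonist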
Target sequence (Q96RJ0 whole entry, looked up): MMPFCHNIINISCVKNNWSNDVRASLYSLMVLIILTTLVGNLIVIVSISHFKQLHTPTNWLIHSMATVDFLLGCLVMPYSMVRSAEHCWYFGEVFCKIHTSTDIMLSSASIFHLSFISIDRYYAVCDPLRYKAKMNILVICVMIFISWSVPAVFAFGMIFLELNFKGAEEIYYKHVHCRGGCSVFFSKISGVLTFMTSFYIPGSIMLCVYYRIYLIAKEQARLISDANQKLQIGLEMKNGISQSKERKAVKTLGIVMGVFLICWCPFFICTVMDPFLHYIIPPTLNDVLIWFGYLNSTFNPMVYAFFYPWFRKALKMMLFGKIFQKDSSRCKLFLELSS
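System: CHO RD-HGA16 cells bearing hTAAR1. Reagent: EC80 β-phenethylamine stimulus. Schedule: seeding 17-24 h prior, 75-min 37 °C, 30-min RT dye loading. Signal: Fluo-8 intracellular calcium dye fluorescence, real-time kinetic reads. Read-out: % inhibition from peak post-agonist over basal fluorescence ratio. Benchmarks: vehicle wells and EC80 agonist wells. Replicates: n of 1.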
CHO parental Ca – ATP-evoked calcium signal inhibitors, parental CHO, primary screen, counter-screen for OX1R antagonist project, cell-based, fluorescence, Fluo-8 calcium dye. parental CHO-K1, ATP-induced calcium, Fluo-8 fluorescence. inhibition, % at 5.6 µM. 0.63% of 330,000 active. AID 463079, 2010;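 active = inhibition above that plate's mean sample inhibition plus 3 SD, cut at about 26% in these data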;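 note: 0% = ATP-challenged DMSO wells and 100% = DMSO wells without ATP; some compounds past the cut are filed as inactive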
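test system = CHO parental line | reagent = ATP stimulus | measured by = intracellular calcium via Fluo-8 no-wash fluorescent dye | control set = ATP and no-ATP DMSO wells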
CHO-K1 Ca PAM – nonselective calcium activators in parental CHO-K1 cells, primary screen, counter-screen for M1 PAM project, cell-based, Fluo-8 calcium fluorescence, full deck, 1536-well; 0.02% of 360,000 active; ATP EC20; 0% at ATP EC20, 100% at ATP max; AID 602247, 2012; activation, % at 3 µM;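 active = activation above the run cutoff, the mean activation of all test compounds plus 3 SD, cut at about 40% in these data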;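 note: peak over basal fluorescence ratio in a 140 s read after ATP addition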
GPR7 antag – GPR7 receptor antagonists, primary screen, cell-based, fluorescence, single concentration | inhibition, % at 4.4 µM | 1.1% of 290,000 active | Neuropeptides B/W receptor type 1 (Homo sapiens), P48145 | GPR7-expressing cells, fluorescence antagonist assay; in the data active = inhibition above about 16%, passing the limit was not always enough;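 note: cells stimulated with the agonist NPW; 0% = agonist with vehicle and 100% = vehicle without agonist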
Target sequence (P48145 whole entry, looked up): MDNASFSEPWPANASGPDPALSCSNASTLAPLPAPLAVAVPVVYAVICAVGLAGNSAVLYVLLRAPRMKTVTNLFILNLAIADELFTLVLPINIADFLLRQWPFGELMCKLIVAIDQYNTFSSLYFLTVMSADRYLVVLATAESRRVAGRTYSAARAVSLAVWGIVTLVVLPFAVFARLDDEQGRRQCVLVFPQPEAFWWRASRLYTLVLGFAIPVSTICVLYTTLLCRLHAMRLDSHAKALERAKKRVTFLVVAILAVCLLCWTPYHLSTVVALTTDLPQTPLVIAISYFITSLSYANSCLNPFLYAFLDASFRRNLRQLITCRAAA
CHO-K1 Ca ag – counter-screen for M1 agonists: effect in parental CHO-K1 cells. 0.48% of 360,000 active. activation, % at 3 µM. Fluo-8 calcium fluorescence; scaled to maximal ATP response, vehicle zero; in the data active = activation above about 15%;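 note: untransfected CHO-K1 host cells lacking M1 receptor as counterscreen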
CHO-K1 Ca antag – M1 antagonist counterscreen hit in parental CHO-K1 cells | ATP-induced calcium, Fluo-8 fluorescence | inhibition, % at 3 µM | 0.6% of 360,000 active;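 active = inhibition above a per-plate cutoff, the plate's mean sample inhibition plus 3 SD, cut at about 24% in these data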;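 note: 0% = DMSO plus EC80 ATP and 100% = DMSO alone without ATP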
OXTR potentiate – human OXTR potentiators, primary screen, fluorescence, CHO-OTR cells, Fluo-8 calcium. Oxytocin receptor (Homo sapiens), P30559. Fluo-8 calcium fluorescence, potentiator mode; 0% = oxytocin EC15, 100% = EC100. activation, % at 3 µM. 0.061% of 320,000 active;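 active = activation above that plate's cutoff, the mean activation of tested compounds plus 3 SD, cut at about 6.6% in these data, passing the limit was not always enough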;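 note: 100% uses oxytocin at 75 nM as the full agonist control; some results filed as inactive read as strong as hits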
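Dosing: Single dose, 3.0 µM nominal final compound concentration | Material: Human OTR in CHO cells | Technique: Kinetic Fluo-8 calcium fluorescence | Benchmarks: EC15 oxytocin alone as 0%, 75 nM oxytocin as 100% | Probe or stimulus: Oxytocin at about EC15, sub-maximal agonist stimulus | Incubation: Compound 6 min at room temperature before oxytocin, 100 s read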
* marks the source's active call; other numbers are inactive results; . = not tested or not shown.

Below each compound: V1R ag counter, OXTR agonist, TAAR1 antag, CHO parental Ca, CHO-K1 Ca PAM, GPR7 antag, CHO-K1 Ca ag, CHO-K1 Ca antag, OXTR potentiate
C=CCn1c(CCc2ccc(OC(C)C)cc2)n[nH]c1=S
    2.0, -0.9, -15.8, -4.3, 2.9, 1.4, 4.1, 0.2, -6.0
O=C(CN1CCc2ccccc2C1)Nc1ccc(OC(F)(F)F)cc1
    -1.3, -2.1, 27.6, -8.3, -2.7, 13.2, -1.1, 12.5, -1.1
Cc1c(C(=O)N2CCCCC2)c(S(=O)(=O)Nc2cccc(Br)c2)c(C)n1C
    -0.1, -0.5, -28.8, -18.5, 4.4, 15.4, 0.0, -7.3, -5.4
COc1cccc(NS(=O)(=O)c2ccc3c(c2)C2C=CCC2C(c2ccc(C(=O)O)cc2)N3)c1 (stereo not drawn)
    0.9, 0.0, 6.7, 0.9, -2.9, -7.1, 0.3, 12.1, -8.3
CC(C)(C)NC(=O)CN(Cc1ccc2c(c1)OCO2)C(=O)CCC(=O)Nc1nccs1
    1.1, -0.7, -10.3, -19.5, 13.7, -9.8, 2.1, 2.7, -18.1
N#C/C(=N\Nc1ccc(F)cc1)C(=N)N1CCCCCC1
    1.4, -0.2, -11.6, -18.2, 33.0, 1.5, 1.2, -21.0, -16.8
O=S(=O)(Cc1cc(N2CCOCC2)nc(-c2ccccn2)n1)c1ccccc1
    0.0, 0.2, 10.5, -14.1, 19.7, 1.3, 1.2, -7.3, 4.4
O=C(C1=COCCO1)N1CCN(S(=O)(=O)c2cccc(Cl)c2Cl)CC1
    0.8, 0.8, -33.2, -13.3, 2.9, -8.6, 0.4, -12.9, -11.9
ClCCn1cnc2c(SCc3ccccc3)ncnc21
    ., ., -7.3, ., -5.7, ., -0.4, 7.6, .
COCCCNC(=S)NNC(=S)Nc1ccccc1
    0.5, 0.4, -24.9, 0.8, 5.3, 1.3, 0.3, -1.6, -0.7
CN(C)CCCOC(=O)c1cc2ccccc2o1
    0.9, 0.7, -14.1, -13.5, 3.0, 9.0, 0.3, -1.8, -0.6
COc1ccc(C(=O)Nc2ccc(Cl)c(S(=O)(=O)Nc3ccccc3OC)c2)cc1
    7.8, 9.7, 41.3, -3.3, 5.1, 13.6, 10.0, 6.2, -10.3
CCCCOc1ccc(-c2nnc(-c3ccco3)o2)cc1
    -0.4, 0.0, 2.5, -14.1, 24.1, -0.1, 0.9, -12.3, -1.3
NC(Cc1ccc(Cl)cc1)c1csc(Nc2nccc(C(F)(F)F)n2)n1 (stereo not drawn)
    ., ., 38.5, ., 13.6, ., 5.2, 5.9, .
COc1cc2c(cc1OC)CN(C(=O)Cc1ccccc1)CC2
    -0.3, -1.2, 5.0, -6.2, 18.4, 7.8, 0.6, -9.8, -15.9
NS(=O)(=O)c1ccc(CCNC(=O)C(=O)Nc2cc3c4c(c2)CC(=O)N4CCC3)cc1
    1.5, 0.7, -6.8, -13.5, 6.5, ., 0.7, -8.0, 5.8
COc1ccc(CNC(=O)CCS(=O)(=O)c2ccc3c(c2)CCN3C(C)=O)cc1
    -0.5, 0.2, -10.8, 1.1, 7.1, 6.2, 2.0, -24.1, -9.6
Cc1ccc(C(=O)NCc2ccco2)o1
    -0.2, 0.4, -21.1, -10.6, 9.5, -15.1, 1.1, -1.1, -1.2
Cc1oc(-c2ccccc2Cl)nc1Cn1cccc1C1=NC(c2ccccc2)CO1 (stereo not drawn)
    1.0, -0.9, 3.8, -21.9, 13.4, 1.1, 0.7, -9.2, -12.4
Cc1ccc(C2=NN(C)c3nc4ccccc4n3C2)cc1
    -1.3, -2.9, 18.6, -38.5, 17.4, -12.1, 2.1, -16.4, -13.9
O=C(Cc1cc(=O)oc2cc(O)ccc12)N[C@@H](Cc1c[nH]c2ccccc12)C(=O)O
    1.2, -0.5, -11.7, -4.1, 1.7, 5.0, -0.1, -1.0, -8.3
Cc1nc(Oc2ccccc2)c2oc3ccccc3c2n1
    1.5, 0.6, 0.7, -21.6, 11.6, 1.3, -0.1, -2.5, -10.3
COc1ccc2ccccc2c1CN(C)Cc1ccccc1
    -1.6, -0.6, 3.1, -17.3, -9.4, 5.4, 0.6, 12.0, -4.3
Cc1cc(C)c(S(=O)(=O)NC(CC(=O)O)c2cccc([N+](=O)[O-])c2)c(C)c1 (stereo not drawn)
    1.3, 0.2, -1.9, -16.2, -13.6, -1.3, -0.2, 25.0*, 4.7
Cc1cc([N+](=O)[O-])nn1CC(=O)N/N=C/c1ccccc1Br
    0.9, 3.4, 1.0, -12.1, -6.1, -12.8, 0.3, 6.7, -0.7
CCN1CCN(C2CC(=O)NC2=O)CC1 (stereo not drawn)
    1.8, 1.2, ., -5.2, ., -9.3, ., ., -10.7
O=C1NC(=O)C(Cc2c[nH]c3ccccc23)N1 (stereo not drawn)
    -0.3, 1.1, 1.8, 2.8, -5.4, -2.7, 0.9, -7.0, 1.7
OC(c1cccnc1)c1nc(-c2cccc(F)c2)cs1 (stereo not drawn)
    ., ., -0.9, ., -7.0, ., 1.2, -15.2, .
N/C(=N\OC(=O)c1ccc(Cl)cc1)c1ccc(Cl)cc1
    1.2, -0.5, 2.7, 8.3, 13.0, -14.3, 0.2, -9.6, -0.6
COc1ccc(NC(=O)c2cccnc2Sc2ccccc2)c(OC)c1
    0.1, 0.1, -4.7, -9.3, -9.7, -2.3, 0.0, 11.0, -1.2
CCOC(=O)CNC(=O)Cn1cnc2sc(C)c(S(=O)(=O)N3CCC(C)CC3)c2c1=O
    -1.0, -0.4, -0.7, -18.9, 4.8, 12.9, 0.1, -4.0, -8.0
Cc1ccc2c3c(c(SCC(=O)Nc4nonc4C)nc2c1)CCCC3
    1.9, 0.3, 9.2, -12.9, -8.6, 1.7, 0.4, -11.1, -0.1
CCOc1ccc(CSC2=NCCN2)cc1[N+](=O)[O-]
    0.1, 0.0, -18.1, -13.8, -13.6, -4.0, -0.5, 17.6, -4.3
COc1ccc(-c2cc(C(=O)NCc3ccc(Cl)cc3)no2)cc1OC
    0.7, 0.3, -9.9, -10.9, 10.2, -6.2, 0.3, -25.3, -5.2
CCN1CCn2c1nc(N1CCOCC1)nc2=O
    -0.3, 0.0, -14.6, -0.2, 15.2, -11.7, 0.3, -21.1, -9.9
COc1ccc(C(=O)NNC(=O)COc2ccc(Cl)cc2)c(OC)c1
    0.7, 0.6, 6.2, 3.7, 0.5, -12.5, 0.3, 1.2, 2.4
CCOC(=O)C1(CCOc2ccccc2)CCN(CC=C(C)C)CC1
    3.0, -0.1, -10.9, -4.3, 20.3, 9.0, 4.4, -15.3, -5.4
COc1ccc(NC(=O)c2c(N)no[n+]2[O-])c(OC)c1
    -0.1, 1.0, -5.4, 3.8, 11.0, 6.8, 0.1, -9.5, 3.6
CN(Cc1nc(-c2ccncc2)no1)S(=O)(=O)c1ccc(Br)cc1
    3.6, 3.2, 24.7, -9.0, 15.8, 5.1, 6.1, -0.8, -28.0
CCOC(=O)C1CCCN(c2c(NCc3ccco3)c(=O)c2=O)C1 (stereo not drawn)
    0.4, -1.0, -3.6, -8.1, 22.2, -4.7, 0.1, -2.5, -5.0
CCSc1nc(N)c2c3c(sc2n1)CN(C)CC3
    0.6, 0.2, ., -10.3, ., 7.6, ., ., -0.5
Cc1cccc(-c2cccc(NC(=O)C3CCCN(C(=O)c4cccnc4)C3)c2)c1 (stereo not drawn)
    ., ., 0.4, ., -5.5, 12.9, 5.5, 7.3, .
Cc1nn(CC(=O)Nc2ccc(Cl)cn2)c(C)c1[N+](=O)[O-]
    0.6, 0.1, -4.0, 0.8, 22.3, 4.0, 0.8, -13.3, -6.2
COc1ccc(C(=O)CCC(=O)O)cc1
    0.5, 1.5, -4.9, 1.5, 10.3, -6.2, 0.4, 0.6, -4.1
CCCCNCCCOc1cccc(Cl)c1
    0.9, 1.7, 8.9, -2.9, 8.5, 7.5, 0.5, -11.8, -5.0

Filtered by structure, the compounds so far containing a Cl atom
Below each compound: V1R ag counter, OXTR agonist, TAAR1 antag, CHO parental Ca, CHO-K1 Ca PAM, GPR7 antag, CHO-K1 Ca ag, CHO-K1 Ca antag, OXTR potentiate
O=C(C1=COCCO1)N1CCN(S(=O)(=O)c2cccc(Cl)c2Cl)CC1
    0.8, 0.8, -33.2, -13.3, 2.9, -8.6, 0.4, -12.9, -11.9
ClCCn1cnc2c(SCc3ccccc3)ncnc21
    ., ., -7.3, ., -5.7, ., -0.4, 7.6, .
COc1ccc(C(=O)Nc2ccc(Cl)c(S(=O)(=O)Nc3ccccc3OC)c2)cc1
    7.8, 9.7, 41.3, -3.3, 5.1, 13.6, 10.0, 6.2, -10.3
NC(Cc1ccc(Cl)cc1)c1csc(Nc2nccc(C(F)(F)F)n2)n1 (stereo not drawn)
    ., ., 38.5, ., 13.6, ., 5.2, 5.9, .
Cc1oc(-c2ccccc2Cl)nc1Cn1cccc1C1=NC(c2ccccc2)CO1 (stereo not drawn)
    1.0, -0.9, 3.8, -21.9, 13.4, 1.1, 0.7, -9.2, -12.4
N/C(=N\OC(=O)c1ccc(Cl)cc1)c1ccc(Cl)cc1
    1.2, -0.5, 2.7, 8.3, 13.0, -14.3, 0.2, -9.6, -0.6
COc1ccc(-c2cc(C(=O)NCc3ccc(Cl)cc3)no2)cc1OC
    0.7, 0.3, -9.9, -10.9, 10.2, -6.2, 0.3, -25.3, -5.2
COc1ccc(C(=O)NNC(=O)COc2ccc(Cl)cc2)c(OC)c1
    0.7, 0.6, 6.2, 3.7, 0.5, -12.5, 0.3, 1.2, 2.4
Cc1nn(CC(=O)Nc2ccc(Cl)cn2)c(C)c1[N+](=O)[O-]
    0.6, 0.1, -4.0, 0.8, 22.3, 4.0, 0.8, -13.3, -6.2
CCCCNCCCOc1cccc(Cl)c1
    0.9, 1.7, 8.9, -2.9, 8.5, 7.5, 0.5, -11.8, -5.0
